FLuc inh counter: inhibits firefly luciferase, flagging false hits in luciferase inhibition screens. AID 1006. ATPLite firefly luciferase biochemical luminescence, 10 min. P08659. 200,000 tested, 1.5% active. inhibition, % at 10 µM;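 active = inhibition above about 50% when tested at 10 µM, limit read from the data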
Target sequence (P08659 whole entry, looked up): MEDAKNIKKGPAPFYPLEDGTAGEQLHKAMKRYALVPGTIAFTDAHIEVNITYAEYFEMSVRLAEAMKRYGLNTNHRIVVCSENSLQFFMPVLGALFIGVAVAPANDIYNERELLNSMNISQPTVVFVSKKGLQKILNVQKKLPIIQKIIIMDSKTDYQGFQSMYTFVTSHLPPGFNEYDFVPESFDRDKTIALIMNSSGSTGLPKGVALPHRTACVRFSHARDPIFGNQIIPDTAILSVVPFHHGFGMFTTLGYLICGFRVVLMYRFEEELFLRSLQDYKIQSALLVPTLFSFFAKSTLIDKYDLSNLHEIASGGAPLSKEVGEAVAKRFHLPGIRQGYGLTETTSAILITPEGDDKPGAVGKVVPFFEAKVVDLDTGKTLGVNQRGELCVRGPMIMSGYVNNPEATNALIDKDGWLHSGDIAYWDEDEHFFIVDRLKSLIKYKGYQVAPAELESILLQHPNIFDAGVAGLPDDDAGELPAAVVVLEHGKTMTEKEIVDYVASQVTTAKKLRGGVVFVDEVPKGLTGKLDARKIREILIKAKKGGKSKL
STAT1 activator: increases IFN-gamma driven STAT1 reporter signal; activation (% of control), % at 5.5 µM; NIH 3T3 STAT1-luciferase reporter, luminescence; 100% = IFN-gamma alone, no compound; AID 932; 200,000 tested, 2.6% active;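 active = activation above the screen-wide mean activation plus 3 SD, cut at about 130% in these data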;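 also: raw ratio to IFN-gamma control signal so 100% means no change and 0% no light; values of inactives mirror those of a sister screen read the other way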
FLuc stim CS: firefly luciferase counter-screen for stimulation assays; ATPlite luciferase biochemical, luminescence, 10 min; 0 = ATP-free wells, 1 = DMSO control; AID 1027; activation factor at 10 µM; 200,000 tested, under 10 active;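 active = luciferase activation factor, scaled between plate controls, of at least 2 with compound at 10 µM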
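Material: Luciferase/luciferin reagent mix; Doses: test compounds dosed from 2 mM stocks in 100% DMSO; Schedule: 10 min incubation after luciferase reagent addition, room temperature; Measured by: luminescence from luciferase reaction; Read-out: luminescence gain marking luciferase activators.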
STAT1 inh: reduces IFN-gamma driven STAT1 reporter signal. NIH 3T3 STAT1-luciferase reporter, luminescence. inhibition, % at 5.5 µM. 200,000 tested, 0.35% active;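 active = inhibition above a set limit, the mean inhibition across all tested compounds plus 3 SD, cut at about 34% in these data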;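 also: 0% = IFN-gamma with DMSO and 100% = IFN-gamma with 300 µM nifuroxazide; values of inactives mirror those of a sister screen read the other way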
STAT3 act: STAT3 signaling activation. U3A cells, IL-6 STAT3-luciferase reporter, luminescence; 100% = signal with IL-6 EC80 alone. activation (% of control), % at 5.6 µM. 190,000 tested, 0.91% active;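 active = activation above the screen-wide mean of compound activation plus 3 SD, cut at about 130% in these data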;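 also: 0% = background luminescence of wells with medium and substrate only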
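Test system: human U3A cells carrying STAT3-luciferase construct; control set: IL-6-only wells as 100% reference; timing: compound pre-incubation 1 h before IL-6, then 6 h stimulation at 37 °C; also added: IL-6 stimulus at 33 ng/mL final; evaluation: % activation versus median of IL-6-stimulated wells; detection: reporter luminescence signal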
APP transl inh: APP translation inhibition | inhibition, % at 2 µM | SH-SY5Y APP 5'UTR-luciferase reporter, luminescence | 190,000 tested, 0.82% active;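 active = inhibition above a set limit, derived from the sample mean plus 3 SD, cut at about 45% in these data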; also: values of inactives mirror those of a sister screen read the other way
NF-kB expr up: raises NF-kB expression in human neuronal cells | fold change at 12.5 µM | 190,000 tested, 1.6% active | NF-kB reporter expression; active compounds read high | AID 1239; in the data active = fold change above about 3.3
STAT3 inh: inhibitors of IL-6 induced STAT3 signaling | U3A cells, IL-6 STAT3-luciferase reporter, luminescence; host cell line lacks STAT1 | AID 862 | inhibition, % at 5.5 µM | 190,000 tested, 0.89% active;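 active = inhibition above the mean inhibition across all screened compounds plus 3 SD, cut at about 44% in these data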;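 also: 0% = DMSO only wells and 100% = 100 µM nifuroxazide control wells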
ROMK primary: modulators of human ROMK potassium channel; 130,000 tested, 2% active; B-score at 10 µM; AID 1918; P48048; Tet-inducible ROMK, thallium flux fluorescence; actives lie on both sides;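 active = signal ratio slope over the read window, or its plate-corrected B-score, at least 3 SD from the plate mean, either direction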;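 also: B-score of the F/F0 ratio slope over 7 to 12 s after thallium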
Target sequence (P48048 whole entry, looked up): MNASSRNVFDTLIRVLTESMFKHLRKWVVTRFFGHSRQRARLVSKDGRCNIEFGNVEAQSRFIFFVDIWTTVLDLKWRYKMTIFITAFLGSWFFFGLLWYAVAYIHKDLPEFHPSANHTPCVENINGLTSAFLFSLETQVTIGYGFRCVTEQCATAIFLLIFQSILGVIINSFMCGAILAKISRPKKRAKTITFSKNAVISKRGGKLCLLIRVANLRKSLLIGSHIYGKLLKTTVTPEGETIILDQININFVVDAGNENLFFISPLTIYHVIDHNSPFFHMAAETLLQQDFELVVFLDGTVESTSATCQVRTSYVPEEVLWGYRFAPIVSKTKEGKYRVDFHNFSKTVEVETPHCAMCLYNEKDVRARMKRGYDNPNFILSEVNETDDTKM
APP 5'UTR act: APP 5'UTR luciferase reporter activation; SH-SY5Y APP 5'UTR luciferase reporter, luminescence; zero percent = DMSO vehicle wells; activation, % at 2 µM; 190,000 tested, 1% active; AID 1276;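 active = activation above a set limit, based on mean plus 3 SD of controls, cut at about 140% in these data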; also: values of inactives mirror those of a sister screen read the other way
* = called active by the depositor; x = no result given. The order is random. About 7.1% of those tested had a hit in this group.

cpd	SMILES	FLuc inh counter	STAT1 activator	FLuc stim CS	STAT1 inh	STAT3 act	APP transl inh	NF-kB expr up	STAT3 inh	ROMK primary	APP 5'UTR act
1	O=c1n(-c2ccccc2)c(=O)n(Cc2ccccn2)n1Cc1ccccn1	-6	106	1.1	-6	98	-13	0.99	6	x	13
2	NC(=O)c1cc(-c2ccncc2)nc2ccc(Cl)cc12	-6	107	1.1	-9	86	-2	0.95	22	-0.36	2
3	C=CCn1c(=N)n(CC(O)c2ccco2)c2ccccc21 (configuration not stated)	-10	93	1.1	8	112	-6	1.2	-13	-1.3	6
4	CC(c1ccco1)N(C(=O)c1ccc(Cl)s1)c1ccccn1 (configuration not stated)	-7	98	1.1	2	96	2	x	8	x	-2
5	Cc1cccc(N2C(S)=C(C#N)C(=O)NC2c2cccs2)c1 (configuration not stated)	3	104	1	-5	108	8	0.81	-13	0.57	-8
6	Cc1ccccc1OCC(=O)Nc1cccc(NC(=O)c2ccco2)c1	7	103	0.9	-3	91	10	1	16	0.51	-10
7	NS(=O)(=O)c1ccc(NCc2ccccc2OCc2ccc(F)cc2)cc1	-7	96	1.1	4	84	-8	1.2	26	-1.2	8
8	CC(=O)Nc1ccc(CN2CCN(CCC(C)C)C(CCO)C2)cc1 (configuration not stated)	-8	100	1.1	-2	98	-11	x	7	x	11
9	Cc1nn(-c2ccc(Cl)cc2)c(=O)c2ccccc12	12	128	0.9	-33	134*	-62	2.7	-31	-0.76	62
10	Cc1ccc(NS(=O)(=O)c2ccc(C(=O)NCC3CCCO3)cc2)cc1 (configuration not stated)	-8	94	1.1	5	102	10	0.9	8	-0.025	-9
11	C=CCN(CC=C)CCOc1ccc2ccccc2c1	-5	105	1	-7	100	-6	1.2	5	0.49	6
12	Nc1cc([N+](=O)[O-])ccc1Nc1ccccc1	-3	89	1	11	108	-10	0.9	-5	-1.8	10
13	CC(C)CSc1n[nH]c(N)n1	-5	99	1.1	1	102	3	1.4	9	0.01	-3
14	S=C(Nc1ccc(Nc2ccccc2)cc1)N1CCN(c2ncccn2)CC1	1	100	1	-3	90	-10	0.95	17	0.94	11
15	COC(=O)c1ccccc1OCC(=O)NC1CCCCC1	-3	106	1	-6	105	-9	2.1	-2	-0.034	9
16	Cc1cc(=O)[nH]c2c1cnn2Cc1ccccc1	-5	99	1	-1	100	10	0.91	4	x	-10
17	O=C(O)Cc1coc(-c2ccc(F)cc2)n1	-4	98	1	3	96	-6	1.2	9	x	6
18	CCn1cc(C(=O)NCC2CCCO2)c(=O)c2cc(S(=O)(=O)N3CCC(C)CC3)ccc21 (configuration not stated)	-4	90	1	11	98	1	0.56	12	x	-1
19	CCN(CC)S(=O)(=O)c1ccc(NC(=O)c2ccccn2)cc1	5	115	1	-17	95	-38	1.7	15	x	38
20	CCN(CCO)Cc1csc2c(Br)cccc12	-1	94	1	6	94	-4	1.2	13	x	3
21	CCC(=O)Nc1nc(-c2cc([N+](=O)[O-])cs2)cs1	2	112	1	-13	76	-9	1.3	34	0.71	9
22	COc1ccc(C(=O)NC2CCN(C(=S)Nc3cccc(C)c3)CC2)cc1	2	94	1	6	84	-20	1	25	x	20
23	C=CCNc1ccc(F)c(F)c1N1CCCCCC1=O	-3	94	1	7	93	-12	1.2	12	x	12
24	CCCS(=O)(=O)N1CCCC(C(=O)NCCN(CC)CC)C1 (configuration not stated)	-3	106	1	-7	103	x	0.95	3	x	x
25	Cc1ccc(/C=C/C(=O)NC(=S)Nc2ccccc2C(=O)NC2CCCCC2)cc1	-4	104	1	-4	103	-5	1.2	-2	x	5

Of the compounds above, these contain a Cl atom:
cpd	SMILES	FLuc inh counter	STAT1 activator	FLuc stim CS	STAT1 inh	STAT3 act	APP transl inh	NF-kB expr up	STAT3 inh	ROMK primary	APP 5'UTR act
2	NC(=O)c1cc(-c2ccncc2)nc2ccc(Cl)cc12	-6	107	1.1	-9	86	-2	0.95	22	-0.36	2
4	CC(c1ccco1)N(C(=O)c1ccc(Cl)s1)c1ccccn1 (configuration not stated)	-7	98	1.1	2	96	2	x	8	x	-2
9	Cc1nn(-c2ccc(Cl)cc2)c(=O)c2ccccc12	12	128	0.9	-33	134*	-62	2.7	-31	-0.76	62

Next part.
cpd	SMILES	FLuc inh counter	STAT1 activator	FLuc stim CS	STAT1 inh	STAT3 act	APP transl inh	NF-kB expr up	STAT3 inh	ROMK primary	APP 5'UTR act
26	COc1nnc(-c2ccc(N3CCCCC3)c(NC(=O)C3CCCCC3)c2)c2ccccc12	-2	96	1	4	103	4	0.79	3	-0.011	-4
27	OCCNc1nc(-c2ccccc2)c2ccccc2n1	-5	104	1	-4	110	0	0.91	-6	-0.68	0
28	Cc1nc(CN(C)C(=O)c2cc(COc3ccc4ncccc4c3)on2)cs1	-4	74	1	27	42	5	0.9	71*	-1.1	-5
29	O=C(NC(=S)NNC(=O)c1ccccc1O)c1ccco1	24	102	0.8	-3	99	0	1.3	6	x	0
30	CCCC(=O)Nc1sc(C(=O)OC)c(C)c1C(N)=O	-9	100	1.1	0	85	-5	0.81	20	x	5
31	C=CCN(CC(=O)NCc1ccccc1)C(=O)c1csnn1	-8	97	1.1	3	102	-2	1.1	1	x	2
32	O=C(CN1C(=O)c2ccccc2S1(=O)=O)N1CCc2ccccc2C1	-4	88	1	13	93	2	0.65	8	x	-1
33	Cc1ccc(OCC(=O)N/N=C/c2cccn2C)cc1	17	104	0.8	-5	102	-3	0.98	2	x	3
34	COc1cc(CCC(=O)OCC(=O)Nc2c(C)cc(C)cc2C)cc(OC)c1OC	-4	106	1	-7	101	-1	0.92	-1	1.1	1
35	Cc1c(C)n(C(=O)CN2CCC(C(N)=O)CC2)c2ccccc12	0	88	1	13	102	-3	0.89	-1	x	3
36	CCSc1nc2ccccc2n1Cc1cccc([N+](=O)[O-])c1	-1	92	1	9	101	-17	0.88	10	x	17
37	CCC(=O)OCc1cc2cccc(C)c2[nH]c1=O	2	102	1	-3	111	1	1	-7	x	-1
38	CC(C)N1C(=S)SC2CS(=O)(=O)C=C21 (configuration not stated)	-7	98	1.1	2	91	3	1.2	16	x	-3
39	Cc1nc2c(C)cccc2cc1C(=O)N/N=C/c1ccc(C(=O)O)cc1	0	108	1	-9	97	-12	0.96	8	0.089	12
40	COc1cc(/C=C2\SC(=S)N(Nc3ncc(C(F)(F)F)cc3Cl)C2=O)cc(OC)c1OC	-3	99	1	1	99	1	1.1	4	x	-1
41	CCCCN(C)CCCNC(=O)CC1Oc2ccccc2NC1=O (configuration not stated)	-7	98	1.1	2	113	-5	1	-10	x	5
42	CCOc1c2ccc(C(=O)NCCc3ccc(C)cc3)cc2nn1CC	-3	100	1	0	105	-21	1.1	2	0.33	21
43	CCNC(=S)NNC(=O)c1ccc(OC(F)F)cc1	3	100	1	0	103	4	1.3	-4	-0.37	-4
44	Cc1cc(-c2n[nH]c(=S)n2/N=C/c2ccc(Cl)c([N+](=O)[O-])c2)n[nH]1	1	99	1	1	104	-29	1.3	-2	x	29
45	Cc1ccc(OCCNc2ccc(C(F)(F)F)cc2[N+](=O)[O-])cc1	2	97	1	3	102	-5	1.2	-2	-0.15	5
46	CC1CSc2nc3sc4c(c3c(=O)n21)CCCC4 (configuration not stated)	-4	104	1	-4	104	-8	2	-3	x	7
47	CCC(Sc1ccc(Cl)cc1)C(=O)Nc1nnc(-c2cccc([N+](=O)[O-])c2)s1 (configuration not stated)	-6	95	1.1	5	98	4	0.86	2	0.39	-4
48	O=C(CN1C(=O)CCC1=O)Nc1nc(-c2ccc(Cl)s2)cs1	-2	93	1	8	117	-3	0.75	-10	0.67	3
49	COc1ccc(CCNC(=O)CCCN2C(=O)c3ccccc3C2=O)cc1OC	-2	95	1	6	106	6	1.2	-4	x	-6
50	Cc1ccc(S(=O)(=O)NC(=O)Nc2ccc(F)cc2)cc1	-4	104	1	-4	103	0	1.3	-1	0.7	0

Further records.
cpd	SMILES	FLuc inh counter	STAT1 activator	FLuc stim CS	STAT1 inh	STAT3 act	APP transl inh	NF-kB expr up	STAT3 inh	ROMK primary	APP 5'UTR act
51	COC(=O)c1ccc(Oc2c(F)c(F)nc(N3CCOCC3)c2F)cc1	3	96	1	2	100	-9	1.1	8	0.12	9
52	CCn1c2ccccc2c2cc(N=C3SC(CC(=O)Nc4ccccc4OC)C(=O)N3C)ccc21 (configuration not stated)	-4	93	1	7	94	-15	1	12	x	15
53	Cc1ccc(C2CC(c3cccc(Br)c3)n3nc(N)nc3N2)cc1 (configuration not stated)	-7	100	1.1	1	94	11	0.9	8	x	-11
54	CSC(=NS(=O)(=O)c1ccccc1)SC	-10	102	1.1	-2	100	-8	1.2	2	x	8

5 structures out of the list, sorted by count of non-hydrogen atoms, highest first.
cpd	SMILES	FLuc inh counter	STAT1 activator	FLuc stim CS	STAT1 inh	STAT3 act	APP transl inh	NF-kB expr up	STAT3 inh	ROMK primary	APP 5'UTR act
52	CCn1c2ccccc2c2cc(N=C3SC(CC(=O)Nc4ccccc4OC)C(=O)N3C)ccc21 (configuration not stated)	-4	93	1	7	94	-15	1	12	x	15
47	CCC(Sc1ccc(Cl)cc1)C(=O)Nc1nnc(-c2cccc([N+](=O)[O-])c2)s1 (configuration not stated)	-6	95	1.1	5	98	4	0.86	2	0.39	-4
51	COC(=O)c1ccc(Oc2c(F)c(F)nc(N3CCOCC3)c2F)cc1	3	96	1	2	100	-9	1.1	8	0.12	9
53	Cc1ccc(C2CC(c3cccc(Br)c3)n3nc(N)nc3N2)cc1 (configuration not stated)	-7	100	1.1	1	94	11	0.9	8	x	-11
50	Cc1ccc(S(=O)(=O)NC(=O)Nc2ccc(F)cc2)cc1	-4	104	1	-4	103	0	1.3	-1	0.7	0

Screening results from PubChem BioAssay.
